Bioassay records from PubChem.
Rpn11 inh: Rpn11 (PSMD14) deubiquitinase inhibitors, primary screen, biochemical, fluorescence polarization, uHTS. hit rate 0.59% among 360,000. human 26S proteasome, Ub4-pepOG fluorescence polarization; 20S core pre-blocked with epoxomicin. calls only at 20 µM. 26S proteasome non-ATPase regulatory subunit 14 (Homo sapiens), O00487;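 active = inhibition at 20 µM, scaled to each plate's controls, above about 33%, limit read from the data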
CSN inh: inhibitors of CSN-mediated cullin deneddylation, primary screen, biochemical, fluorescence polarization, uHTS; Purified CSN, SCF-Nedd8-OG deneddylation; COP9 signalosome complex subunit 5 (Homo sapiens), Q92905; inhibition, % at 12.5 µM; hit rate 0.38% among 360,000; AID 651999, 2013;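 active = pattern-corrected inhibition above about 35%, with an unprinted fluorescence ratio check between 0.5 and 1.5, limit read from the data, passing the limit was not always enough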;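 also: 0% = enzyme with substrate and 100% = substrate without enzyme; some results filed as inactive read as strong as hits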
Target sequence (Q92905 whole entry, looked up, one chain of several): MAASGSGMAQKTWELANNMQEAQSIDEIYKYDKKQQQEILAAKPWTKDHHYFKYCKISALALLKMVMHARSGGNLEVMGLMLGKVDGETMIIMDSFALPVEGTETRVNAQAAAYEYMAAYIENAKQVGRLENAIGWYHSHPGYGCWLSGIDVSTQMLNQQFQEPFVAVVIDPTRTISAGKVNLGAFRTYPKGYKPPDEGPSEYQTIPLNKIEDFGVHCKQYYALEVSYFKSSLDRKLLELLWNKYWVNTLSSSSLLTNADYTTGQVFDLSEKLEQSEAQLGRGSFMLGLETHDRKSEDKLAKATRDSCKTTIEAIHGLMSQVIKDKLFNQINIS
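Detection – fluorescence polarization · System – HEK293T-derived human Csn5 enzyme · Controls – substrate-only high control, full reaction low control · Timing – 90 min, room temperature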
DNMT1 inh: human DNMT1 methyltransferase inhibitors, primary screen, biochemical, molecular beacon, fluorescence, HinP1I cleavage, uHTS; DNA (cytosine-5)-methyltransferase 1 (Homo sapiens), P26358; AID 588458, 2011; hit rate 0.83% among 360,000; inhibition (reported as % activation of signal), % at 10 µM; in the data active = inhibition above about 50%
Scp-1 inhibitor: Scp-1 phosphatase inhibitors, primary screen, biochemical, colorimetric, uHTS; Recombinant Scp1, phosphopeptide, malachite green phosphate absorbance; AID 493091, 2011; Carboxy-terminal domain RNA polymerase II polypeptide A small phosphatase 1 (Homo …; inhibition, % at 20 µM; hit rate 0.88% among 340,000;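 active = inhibition above about 50% at 20 µM, limit read from the data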;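 also: plate controls were DMSO wells with enzyme for no effect and wells lacking enzyme for full effect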
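System: SCP-1 catalytic domain; Reagent: Phospho 17-mer peptide substrate; Doses: one concentration, 20 µM, with 1.0% DMSO; Incubation: 45 min room-temperature reaction, 5 min colour, 30 min stabiliser; Signal: Phosphate-binding colour reagent, absorbance read at 630 nm.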
LMPTP block: LMPTP phosphatase inhibitors, primary screen, biochemical, fluorescence intensity, uHTS. recombinant LMPTP-A, OMFP fluorogenic substrate. inhibition, % at 20 µM. Low molecular weight phosphotyrosine protein phosphatase (Homo sapiens), P24666. hit rate 0.22% among 360,000;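 active = compounds that cut the enzyme signal by at least half of the control window in the single-dose screen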;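 also: plate controls were DMSO wells with enzyme plus substrate for no effect and substrate without enzyme for full effect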
Target sequence (P24666 whole entry, looked up): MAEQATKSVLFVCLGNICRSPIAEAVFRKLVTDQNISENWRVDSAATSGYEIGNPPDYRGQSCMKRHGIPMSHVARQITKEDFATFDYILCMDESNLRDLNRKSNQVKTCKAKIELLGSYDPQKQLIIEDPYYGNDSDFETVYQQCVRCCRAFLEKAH
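Test system – LMPTP-A phosphatase enzyme · Quantity – 0.625 nM LMPTP-A final · Reagent – OMFP substrate, 400 µM final · Dosing – one test concentration per compound, 20 µM, with 3% DMSO overall · Timing – 50 min enzyme reaction at room temperature, protected from light · Detection – fluorescence intensity · Controls – substrate-only low control, DMSO enzyme-plus-substrate high control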
SUMO1 PPI mod: modulators of SUMO1 protein-protein interactions, primary screen, biochemical, uHTS; Small ubiquitin-related modifier 1 (Homo sapiens), P63165; SUMO1 binding to a labelled peptide, TR-FRET, 1 h; inhibition, % at 20 µM; hit rate 0.33% among 360,000; AID 602429, 2012; in the data active = inhibition above about 37%
NadD inh: inhibitors of S. aureus NadD, primary screen, biochemical, colorimetric, uHTS; Nicotinate-nucleotide adenylyltransferase NadD (Staphylococcus aureus N315); purified NadD enzyme, colorimetric absorbance read-out; inhibition, % at 20 µM; hit rate 0.78% among 360,000; AID 602399, 2012; in the data active = inhibition above about 26%; also: some compounds past the cut are filed as inactive
STEP block: STEP phosphatase inhibitors, primary screen, biochemical, fluorescence intensity, uHTS. recombinant STEP, OMFP fluorogenic substrate. inhibition, % at 20 µM. hit rate 0.25% among 360,000. AID 588621, 2011. Tyrosine-protein phosphatase non-receptor type 5 (Homo sapiens), P54829;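 active = inhibition at 20 µM, scaled per plate between control wells, above about 37%, limit read from the data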;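 also: 0% = DMSO with enzyme and substrate and 100% = substrate only without enzyme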
Target sequence (P54829 whole entry, looked up): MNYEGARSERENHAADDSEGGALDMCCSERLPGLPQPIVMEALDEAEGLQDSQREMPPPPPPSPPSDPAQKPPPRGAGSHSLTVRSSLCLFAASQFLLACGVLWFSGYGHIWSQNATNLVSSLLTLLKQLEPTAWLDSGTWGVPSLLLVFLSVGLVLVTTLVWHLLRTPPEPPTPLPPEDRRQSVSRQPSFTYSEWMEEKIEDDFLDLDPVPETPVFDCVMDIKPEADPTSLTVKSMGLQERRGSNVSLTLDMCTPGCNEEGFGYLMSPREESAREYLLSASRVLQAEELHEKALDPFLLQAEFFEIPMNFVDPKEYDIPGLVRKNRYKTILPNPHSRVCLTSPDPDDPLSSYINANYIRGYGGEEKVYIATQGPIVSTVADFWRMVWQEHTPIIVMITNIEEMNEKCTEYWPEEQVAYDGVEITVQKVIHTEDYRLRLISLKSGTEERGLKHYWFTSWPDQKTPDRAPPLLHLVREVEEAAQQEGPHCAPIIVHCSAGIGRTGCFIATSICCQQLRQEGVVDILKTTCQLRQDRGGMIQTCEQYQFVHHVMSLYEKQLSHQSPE
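Measure: Control-normalized % inhibition with plate pattern correction | Test system: STEP phosphatase, cell-free reaction | Medium: pH 6.0 Bis-Tris with DTT and Tween 20 | Technique: Fluorescence, 480/540 nm | Times: Reaction 20 min, ambient temperature | Doses: Single compound dose of 20 µM, 1% DMSO final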
Tb MetRS inh: T. brucei MetRS inhibitors, primary screen, biochemical, luminescence | methionyl-tRNA synthetase (Trypanosoma brucei brucei) | purified T. brucei MetRS, ATP depletion, Kinase-Glo luminescence | inhibition, % at 11.9 µM | hit rate 0.4% among 360,000;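 active = inhibition above a per-plate cutoff of the control wells' mean inhibition plus 3 SD, cut at about 5.5% in these data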;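 also: 0% = DMSO wells median and 100% = median of wells with control inhibitor compound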
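Material – parasite MetRS enzyme · Medium – HEPES-MgCl2-KCl buffer plus DTT, spermine, BSA, pyrophosphatase · Reagent – ATP, methionine and E. coli bulk tRNA substrates · Times – 15 min enzyme-compound preincubation, 2 h reaction, 10 min detection, 25 °C · Measured by – luminescence of leftover ATP · Evaluation – percent inhibition relative to median high and low control wells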
MsrA inhibitor: bovine MsrA enzyme inhibitors, primary screen, biochemical, absorbance, HTS; inhibition, % at 15.5 µM; hit rate 0.75% among 360,000; Methionine sulfoxide reductase A (Bos taurus); purified bovine MsrA, absorbance read-out; in the data active = inhibition above about 4.5%;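 also: 0% = vehicle wells with enzyme and 100% = reference inhibitor wells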
The depositor's hits bear a star; i = inactive; nt = not tested or not shown.

SMILES	Rpn11 inh	CSN inh	DNMT1 inh	Scp-1 inhibitor	LMPTP block	SUMO1 PPI mod	NadD inh	STEP block	Tb MetRS inh	MsrA inhibitor
CS(=O)(=O)N(CC(=O)NCc1ccco1)Cc1ccc(Cl)cc1	i	3.7	-8.5	-7.2	-0.3	0.0	2.5	0.6	-1.6	0.8
O=C1C=C(N2CCOCC2)c2ccccc2C1=O	i	29.9	81.7*	0.3	10.9	39.9*	6.8	0.6	0.3	-0.6
CCNc1nc(N)nc(Oc2ccc(C(=O)OC)cc2)n1	i	-6.0	1.0	2.6	-3.2	-0.4	6.7	6.7	-0.8	-0.5
CC[C@]1(C(=O)OC)[C@H]2C(=O)N(C)C(=O)[C@H]2[C@H]2CN=C(SCc3ccc(Cl)cc3)N21	i	-4.6	-1.8	1.3	-0.8	4.6	4.4	-2.8	0.5	0.0
O=C(CCn1[nH]c(=O)c2ccccc2c1=O)OC1CCCCC1	i	1.6	-1.1	-2.6	0.3	0.9	3.7	-2.3	-0.4	1.4
c1cnc(N2CCN(c3nc4ccccc4n4cnnc34)CC2)nc1	i	2.8	2.0	5.7	-0.1	-15.2	-4.3	1.0	-1.1	1.0
COc1cccc(NC(=O)N(Cc2ccco2)C(C)c2cccs2)c1 (stereo not drawn)	i	-5.4	0.3	-2.7	1.3	3.1	-5.1	0.3	-1.6	1.6
Cc1ccc(CNC(=O)C2CC(=O)N(C3CCCCCC3)C2)cc1 (stereo not drawn)	i	-1.7	-6.9	-0.3	-1.1	2.1	-3.5	-3.3	-1.0	-0.3
O=C(N/C(=C\c1ccccc1)C(=O)N1CCOCC1)c1ccccc1Cl	i	1.9	0.5	-5.0	-0.3	-4.3	0.5	0.1	-0.2	2.5
O=C(c1ccc(NS(=O)(=O)c2cccc([N+](=O)[O-])c2)cc1)N1CCCCCC1	i	0.5	-0.7	-2.8	-0.1	-25.6	-5.9	-2.7	0.7	-0.6
CC(C)[C@@H]1CN=C(N)N1C[C@@H]1CCCN1C[C@H](C)N1C[C@@H](Cc2ccccc2)N(CCc2ccc(Cl)c(Cl)c2)C1=N	i	2.6	4.7	16.4	9.2	-38.3	-0.2	-0.8	-1.0	nt
Cc1ccc2oc(-c3ccc(C)c(NC(=O)Cc4cccs4)c3)nc2c1	i	4.6	51.9*	-4.4	-0.7	4.2	-7.1	-1.0	-0.2	0.0
Oc1ccc(/C=N/Nc2ccnc3cc(Cl)ccc23)c(O)c1	i	23.9	84.4*	-9.0	32.7	111.7*	18.7	5.8	14.4*	0.2
CCOc1ccc2nc(/N=C/c3c(C)[nH]n(-c4ccccc4)c3=O)sc2c1	i	0.0	4.6	2.9	1.2	0.8	-0.1	2.9	-0.9	-0.6
O=C(Cc1ccc([N+](=O)[O-])cc1)NC(C(=O)O)C(O)c1cccc([N+](=O)[O-])c1 (stereo not drawn)	i	-1.6	0.9	-3.0	-1.1	-13.2	-3.6	-2.6	-0.6	0.9
Cc1cc(OCCCCN2C(=O)NC(C)(C)C2=O)cc(C)c1Cl	i	-1.8	8.4	-11.2	0.7	-1.5	-7.6	-1.9	-0.6	-0.5
S=c1nc(-c2ccco2)[nH][nH]1	i	-1.0	0.1	2.6	-2.8	-3.2	2.0	-1.6	-1.0	-0.2
Cn1c(C(=O)NN)cc2cc(Oc3ccccc3)ccc21	i	-2.8	-2.7	-2.0	-0.8	5.1	6.6	-1.9	-0.1	0.1
CCc1cccc(NC(=O)CCNS(=O)(=O)c2cc(Br)cnc2N)c1	i	-4.2	0.5	-7.4	0.1	0.0	2.7	-3.9	0.1	1.7
Cc1nn(-c2cc(N3CCCCC3)ccc2N)c(=O)c2ccccc12	i	-1.8	1.4	0.2	5.5	-4.0	-0.2	0.3	0.0	-0.9
O=C(O)CN1c2cccc3cccc(c23)S1(=O)=O	i	1.8	6.1	9.6	2.2	1.9	-1.0	3.1	-0.6	-0.2
COc1ccc(CNC(=O)C2(C)Cc3c(-c4cccc(NC(C)=O)c4)ccnc3O2)cc1OC (stereo not drawn)	i	9.9	0.8	nt	0.6	18.0	-4.9	1.2	-0.3	-0.6
COc1ccccc1N(CC(=O)NC(C)(C)C)S(=O)(=O)c1cccs1	i	-0.6	1.3	-6.3	-0.7	2.4	-5.7	-3.6	-1.0	-0.5
CSc1nc(C)c(CCOC(=O)c2ccccc2)c(=O)[nH]1	i	-0.6	3.2	-7.8	-0.5	0.2	-0.2	-2.9	-0.4	0.6
COc1cccc(COC(=O)Cc2ccc(S(=O)(=O)N3CCOCC3)s2)c1OC	i	-4.1	-6.4	3.5	1.6	-1.2	-9.2	0.4	-0.6	-0.4
CC(=O)c1ccc(NC(=O)C(C)Nc2ccc(Cl)cc2)cc1 (stereo not drawn)	i	0.3	-1.4	-1.7	0.2	0.7	-5.8	0.9	0.9	0.0
CC1(C)C[C@H](O)[C@]2(CO)CC[C@]3(C)C(=CCC4[C@@]5(C)CC[C@H](O)C(C)(C)C5CC[C@]43C)[C@@H]2C1 (stereo partly drawn)	i	2.3	-20.1	-1.3	0.3	0.9	5.0	0.6	-0.5	-1.6
O=C(O)/C=C/C(=O)Nc1ccc(N2CCOCC2)nc1N1CCOCC1	i	-5.0	-2.1	-6.2	-0.4	-3.0	-1.4	-1.3	0.1	1.6
CC(C)Oc1cccc(C(=O)C2CCCN(C(=O)c3cc(C4CC4)[nH]n3)C2)c1 (stereo not drawn)	i	-3.9	-1.0	-3.1	0.8	4.5	5.0	-1.4	-0.1	-0.1
O=C(c1cc([N+](=O)[O-])ccc1N1CCCCC1)N1CCCC1	i	-5.1	10.9	-1.4	-3.5	-8.2	-0.5	-1.4	0.0	0.5
O=C(O)c1ccc(Cn2cc(Cl)cn2)cc1	i	3.9	5.3	-4.8	0.4	3.1	-2.5	1.8	-0.4	0.4
O=C(CN1C(=O)NC2(CCCCCCC2)C1=O)Nc1ccc(Cl)cc1	i	-4.2	-3.9	-4.9	1.6	2.3	0.4	-4.1	3.0	0.6
COc1ccc(S(=O)(=O)NCCOc2cccc3cccnc23)cc1OC	i	0.6	0.1	-6.7	1.4	-1.3	-5.1	-0.9	-0.5	1.0
O=C1CSC(c2cccc([N+](=O)[O-])c2)N1C1CC2CCC1C2 (stereo not drawn)	i	0.1	0.2	-10.8	-0.3	-0.6	-7.3	-0.9	-0.7	-0.7
Cn1c(/C(C#N)=C(\O)c2ccc([N+](=O)[O-])s2)nc2ccccc21	i	8.3	3.9	-7.5	8.5	-5.2	1.2	-1.3	-1.0	0.8
O=C(COC(=O)/C=C/c1cccc(Br)c1)NCc1cccs1	i	2.8	6.1	-8.6	1.2	-1.5	-10.7	3.9	-0.3	-0.6
COc1ccc2[nH]c(C(=O)N3CCC(Cc4ccccc4)CC3)cc2c1	i	0.8	-0.9	-12.3	1.5	-29.6	-6.9	-0.8	-0.4	nt
CCOc1ccc(-c2n[nH]c(C(=O)NN)c2C)cc1	i	1.7	-2.2	-5.7	-0.4	1.4	1.4	-2.8	0.0	1.7
O=C(Nc1ccccc1C(=O)N1CCCCC1)c1ccco1	i	-1.6	11.8	-1.2	-1.8	-3.9	-1.6	0.4	-1.4	0.9
Cc1nc(N2CCN(Cc3ccccc3)CC2)nc2c1CCC2	i	1.0	1.2	-0.8	-0.2	1.9	-1.2	1.1	-0.9	-1.1
Cc1nc(Nc2ccc(Cl)cc2)c2nnn(Cc3ccccc3)c2n1	i	-7.6	1.6	-2.3	1.0	4.1	-9.3	1.5	-0.8	-0.5
CC(=O)Nc1cccc(NC(=O)CSc2nnnn2Cc2ccccc2)c1	i	2.5	1.4	-2.2	-1.4	-2.9	0.3	5.1	-0.1	-1.0
CCCCN(CC(=O)NC1CC1)S(=O)(=O)c1ccc(OCC)cc1	i	-0.1	0.4	-4.3	-0.2	-1.1	-2.2	0.3	0.0	-1.0
Cc1c(C=O)c2ccccn2c1C(=O)c1ccc(Cl)c([N+](=O)[O-])c1	i	7.9	-0.3	-6.2	-0.7	-6.3	3.4	1.3	0.6	0.6
CC(=O)OCC(=O)C1(O)CCC2C3CCC4=CC(=O)CCC4(C)C3(F)C(O)CC21C (stereo not drawn)	i	0.1	-1.1	5.3	0.0	-2.3	1.0	-1.6	-0.2	-0.3
CCS(=O)(=O)n1nc(-c2ccc(C)cc2)nc1N	i	4.5	-0.6	-11.3	-1.6	-2.3	-5.7	-0.4	-1.7	1.2

Part of the list above, in CSV form.
structure,Rpn11 inh,CSN inh,DNMT1 inh,Scp-1 inhibitor,LMPTP block,SUMO1 PPI mod,NadD inh,STEP block,Tb MetRS inh,MsrA inhibitor
CC(=O)OCC(=O)C1(O)CCC2C3CCC4=CC(=O)CCC4(C)C3(F)C(O)CC21C (stereo not drawn),i,0.1,-1.1,5.3,0.0,-2.3,1.0,-1.6,-0.2,-0.3
Cc1nc(Nc2ccc(Cl)cc2)c2nnn(Cc3ccccc3)c2n1,i,-7.6,1.6,-2.3,1.0,4.1,-9.3,1.5,-0.8,-0.5
Cc1c(C=O)c2ccccn2c1C(=O)c1ccc(Cl)c([N+](=O)[O-])c1,i,7.9,-0.3,-6.2,-0.7,-6.3,3.4,1.3,0.6,0.6

Entries shown so far that contain bromine (2):
SMILES	Rpn11 inh	CSN inh	DNMT1 inh	Scp-1 inhibitor	LMPTP block	SUMO1 PPI mod	NadD inh	STEP block	Tb MetRS inh	MsrA inhibitor
CCc1cccc(NC(=O)CCNS(=O)(=O)c2cc(Br)cnc2N)c1	i	-4.2	0.5	-7.4	0.1	0.0	2.7	-3.9	0.1	1.7
O=C(COC(=O)/C=C/c1cccc(Br)c1)NCc1cccs1	i	2.8	6.1	-8.6	1.2	-1.5	-10.7	3.9	-0.3	-0.6
